Bioassay records: PubChem, several laboratories
LYP inh 2: LYP (human) phosphatase inhibition | Q9Y2R2 | recombinant LYP catalytic domain, DiFMUP fluorescence | inhibition, % at 2 µM | 0.21% of 96,000 active | AID 640;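 active means inhibition at 2 µM at or above a set limit, the screen mean plus 3 SD, cut at about 24% in these data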;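 further: 0% = DMSO with enzyme and 100% = enzyme fully blocked by orthovanadate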
Target sequence (Q9Y2R2 whole entry, looked up, the tested form may be a part): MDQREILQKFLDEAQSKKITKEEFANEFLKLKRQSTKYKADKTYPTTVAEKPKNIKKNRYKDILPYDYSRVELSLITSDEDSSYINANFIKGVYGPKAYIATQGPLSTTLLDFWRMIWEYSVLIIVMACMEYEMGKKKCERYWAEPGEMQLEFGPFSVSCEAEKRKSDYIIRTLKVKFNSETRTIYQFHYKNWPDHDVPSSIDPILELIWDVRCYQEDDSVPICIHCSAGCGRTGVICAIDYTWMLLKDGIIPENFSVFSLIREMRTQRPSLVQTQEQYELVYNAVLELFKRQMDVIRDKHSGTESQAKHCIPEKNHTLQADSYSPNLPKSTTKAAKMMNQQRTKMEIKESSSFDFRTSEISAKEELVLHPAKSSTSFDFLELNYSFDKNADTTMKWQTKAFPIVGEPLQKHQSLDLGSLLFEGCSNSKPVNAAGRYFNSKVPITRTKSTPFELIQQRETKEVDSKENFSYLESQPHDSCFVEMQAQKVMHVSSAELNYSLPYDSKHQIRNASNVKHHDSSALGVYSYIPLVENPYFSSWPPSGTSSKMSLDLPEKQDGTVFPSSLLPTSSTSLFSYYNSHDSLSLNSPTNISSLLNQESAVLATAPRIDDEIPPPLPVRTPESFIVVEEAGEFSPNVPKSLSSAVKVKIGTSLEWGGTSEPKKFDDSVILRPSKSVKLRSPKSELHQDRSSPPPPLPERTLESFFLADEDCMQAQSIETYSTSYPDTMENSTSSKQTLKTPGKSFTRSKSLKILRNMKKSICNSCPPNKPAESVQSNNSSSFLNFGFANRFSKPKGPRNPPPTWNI
PLK1 kinase inh: PLK1 (human) kinase inhibition; 0.53% of 97,000 active; recombinant PLK1 kinase, TR-FRET peptide phosphorylation; inhibition, % at 10 µM; P53350;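 active means inhibition of 50% or more in the single-concentration screen; inactive means inhibition below 50%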;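 further: 0% = DMSO max control and 100% = H-89 dihydrochloride min control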
EphB4 ephrin blk: antagonists of human EphB4-ephrin-B2 interaction; P54760; inhibition, % at 7 µM; 0.15% of 97,000 active; EphB4 LBD / TNYL-RAW-Alexa532 peptide, fluorescence polarization;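 active means inhibition above the screen-wide mean inhibition plus 3 SD, cut at about 15% in these data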;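 further: 0% = DMSO wells and 100% = excess unlabeled TNYL-RAW peptide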
HIV Rev-RRE inh: inhibitors of HIV-1 Rev-RRE RNA interaction. 0.79% of 97,000 active. inhibition, % at 8 µM. Rev peptide-RRE RNA binding, FRET. P05866;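 active means inhibition above the screen-wide mean plus 3 SD, cut at about 35% in these data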;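 further: 0% = median DMSO wells and 100% = median Neomycin B control wells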
Target sequence (P05866 whole entry, looked up): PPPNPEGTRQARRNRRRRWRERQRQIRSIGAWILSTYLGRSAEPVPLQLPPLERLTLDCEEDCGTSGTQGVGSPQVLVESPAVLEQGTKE
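Assay system: labelled RRE RNA duplex and labelled Rev peptide / Medium: HEPES pH 7.5 salt buffer with EDTA / Reagent: labelled Rev peptide / Schedule: 5 + 15 min at 25 °C / Signal: FRET, excitation 480 nm, emission 540 nm donor and 671 nm acceptor / Benchmarks: DMSO and neomycin B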
F-actin modifier: modifiers of cytoskeleton assembly | HUVEC TNFa F-actin phalloidin imaging, high content | inhibition, % at 2 µM | 0.18% of 91,000 active | AID 836;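 active means inhibition above the batch mean plus 3 SD and confirmed as a hit by visual image inspection, cut at about 30% in these data, passing the limit was not always enough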; further: strong numbers were not always called active
FAK blocker: FAK (human) kinase inhibition; inhibition, %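 (tested at 7 µM)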; Q05397; biochemical FAK kinase activity assay; 0.84% of 97,000 active; in the data active means inhibition above about 19%;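 further: 0% = DMSO and 100% = reference compound high control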
PLK1 PBD inh: Plk1 (human) PBD binding inhibition; P53350; Plk1 PBD phosphopeptide binding, fluorescence polarization; inhibition, %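 (tested at about 20 µM)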; 0.13% of 97,000 active; in the data active means inhibition above about 34%, passing the limit was not always enough
PTK2B oligo ant: blocks oligomerization of human Pyk2 in cells; Q293 cells, Pyk2 FERM NanoBiT luminescence; hits give low values; 0.83% of 99,000 active; AID 1347419; Q14289; z-score (the deposit names both 25 µM and 10 µM);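 active means Z-score of -3 or lower, scaled per plate to the spread of control and sample wells; inactive means z-score above -3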;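 further: negative z-score means lost luminescence so less FERM oligomerization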
LYP act: LYP (human) phosphatase activation | recombinant LYP, DiFMUP fluorescence; 0 = plate median, 100 = signal doubled | activation, % at 2 µM | 0.11% of 96,000 active;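 active means activation at 2 µM above a set limit, the mean plus 5 SD, cut at about 37% in these data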
Starred values were filed as active, the others as inactive; · = not tested or not shown.

# | Structure | LYP inh 2 | PLK1 kinase inh | EphB4 ephrin blk | HIV Rev-RRE inh | F-actin modifier | FAK blocker | PLK1 PBD inh | PTK2B oligo ant | LYP act
1 | CCOC(=O)C1CCN(C(c2cc3ccc(C)cc3[nH]c2=O)c2nnnn2C2CCCCC2)CC1 (stereo not given) | 10 | 5 | -3 | 6 | 23 | -4 | 24 | 1.2 | -12
2 | CC(C)OC(=O)N(C)c1ccc(C(O)(C(F)(F)F)C(F)(F)F)cc1 | 17 | -1 | 2 | 2 | · | 3 | -3 | -1.4 | -14
3 | CCS(=O)(=O)c1ccc(C(=O)Nc2ccccc2)c(Cl)c1Cl | · | -7 | 1 | 3 | · | 0 | 26 | 0.22 | ·
4 | CC(=O)C(C)Oc1ccc2c3c(c(=O)oc2c1)CCCCC3 (stereo not given) | -6 | -10 | 4 | 5 | -21 | 0 | 19 | -0.5 | 3
5 | CCC(C)C(N)C(=O)NC(CCC(=O)OCc1ccccc1)C(N)=O (stereo not given) | -4 | 5 | 0 | 9 | 13 | -3 | 5 | -0.95 | 1
6 | Cc1ccc(C(=O)NCCCNCCCNC(=O)c2ccc(C)nc2)cn1 | 3 | -3 | 2 | 8 | -4 | -2 | -5 | -0.35 | 0
7 | Cc1ccccc1NC(=O)c1ccc(F)c(S(=O)(=O)N2CCN(c3ccccn3)CC2)c1 | 7 | -9 | 0 | 9 | 19 | 2 | 11 | -0.97 | -9
8 | Cc1cc(C)c(OCCN2C(=O)NC(C)(C)C2=O)c(Cl)c1 | 5 | -16 | 7 | -3 | -2 | 0 | 17 | -0.92 | -1
9 | Nc1nc(-c2ccccc2)c(-c2ccccc2)s1 | 8 | -6 | -3 | 3 | 1 | 5 | -16 | -0.29 | -3
10 | Nc1nonc1C(=Nc1ccccc1)NO | 5 | -8 | 4 | 9 | -16 | 8 | 19 | 0.25 | -6
11 | Cc1cccc(-n2c(N)cc(=O)nc2SCC(=O)Nc2ccccc2)c1 | -3 | -3 | -8 | -1 | -30 | 1 | 5 | -1.3 | 4
12 | O=C(NCc1ccco1)C1CCN(c2ccc(N3CCOCC3)nn2)CC1 | 3 | -12 | 7 | 2 | 15 | -8 | 14 | · | -4
13 | COc1ccc2[nH]cc(S(=O)(=O)c3ccc(F)cc3)c(=O)c2c1 | -8 | -14 | -6 | 6 | -5 | -1 | 24 | · | 7
14 | O=C(O)CCN1C(=O)CC2(CCCCC2)C1=O | 2 | -2 | -2 | 4 | 28 | -6 | -3 | 0.06 | 3
15 | Cc1cc(C)cc(NC(=O)CSc2nnc(Cc3cccn3C)n2-c2ccc(F)cc2)c1 | -2 | -17 | -4 | -4 | 12 | -4 | 13 | · | 0
16 | O=C(NC12CC3CC(CC(C3)C1)C2)N1CCN(c2ccccn2)CC1 | -6 | -6 | 2 | 0 | -16 | -3 | 0 | 0.48 | 2
17 | Cc1ccc(C2(C(F)(F)F)NC(=O)N3C(=C2C#N)Nc2ccccc23)cc1 (stereo not given) | -4 | -9 | 3 | 9 | -13 | 1 | 15 | -0.92 | 2
18 | Cn1nc(-c2ccc(C(=O)Nc3cccnc3)cc2)c2ccccc2c1=O | -15 | 33 | 5 | 4 | 12 | 0 | -13 | -0.45 | 7
19 | Cc1noc(C)c1S(=O)(=O)N1CCC(C(=O)NC2CCN(Cc3ccccc3)CC2)CC1 | 3 | -10 | -7 | 3 | · | 0 | -24 | -0.04 | -7
20 | Cc1ccccc1-n1c(SCc2c(C)noc2C)nnc1-c1c[nH]c2ccccc12 | -7 | -14 | 4 | 7 | 24 | 0 | 5 | -3.5* | 5
21 | COc1ccc(C2C(=O)N(C3CCCCC3)CC(=O)N2CCc2ccccc2)cc1OC (stereo not given) | -5 | -3 | -6 | 5 | -1 | 0 | 22 | -0.45 | 4
22 | CC12CC(NC(=O)N1Cc1ccccc1)c1ccccc1O2 (stereo not given) | -14 | -5 | 5 | 4 | 2 | -3 | -17 | -0.51 | 11
23 | COc1ccc(S(=O)(=O)NCC(c2cccnc2)N2CCN(c3ccccc3)CC2)cc1C (stereo not given) | 2 | -27 | 2 | 3 | 15 | -1 | -16 | -1.9 | -2
24 | O=c1[nH]ncn1-c1ccccc1C(F)(F)F | 2 | -2 | 3 | 8 | -29 | -3 | -14 | 0.47 | 2
25 | Cc1ccc(N=Cc2c(O)n(-c3ccc4c(c3)OCO4)c(=O)c3ccccc23)cc1 | -4 | -39 | -3 | -4 | 5 | 1 | 17 | -0.54 | 7
26 | Cn1c(CN2CCOCC2)nnc1SCc1ccccc1 | 0 | -4 | -7 | 2 | -18 | -1 | 21 | 1.1 | 2
27 | CCOc1ccc(-n2c(C)nnc2SCC(=O)N(CC)CC)cc1 | 5 | -2 | 1 | 5 | 4 | 1 | 13 | -1.9 | -6
28 | COc1cc2c(cc1OC)-c1nnnn1C(C)(C)C2 | 4 | -6 | -2 | 8 | 1 | -1 | -18 | 1.3 | -8
29 | CCCNC(=O)COc1ccc(S(=O)(=O)Nc2ccc(C)cc2)cc1 | -8 | -4 | -3 | -5 | -2 | 0 | -5 | 0.84 | 7
30 | CCOc1ccc(S(=O)(=O)NCCC2=CCCCC2)c2ccccc12 | 9 | -18 | 1 | 11 | -13 | -4 | 9 | -2.6 | -6
31 | CNC(=O)CN1C(=O)CSc2ncccc21 | 3 | -5 | -3 | 1 | -2 | -3 | 7 | · | -4
32 | CCOc1ccc(Nc2nc(N3CCCCC3)nc(N3CCCCC3)n2)cc1 | -25 | -1 | -3 | 6 | · | 1 | 13 | -1.1 | 20

Compound profiles, as listed above. Order of values: LYP inh 2 | PLK1 kinase inh | EphB4 ephrin blk | HIV Rev-RRE inh | F-actin modifier | FAK blocker | PLK1 PBD inh | PTK2B oligo ant | LYP act
Entry for CCOc1ccc(S(=O)(=O)NCCC2=CCCCC2)c2ccccc12 → 9 | -18 | 1 | 11 | -13 | -4 | 9 | -2.6 | -6
Entry for COc1cc2c(cc1OC)-c1nnnn1C(C)(C)C2 → 4 | -6 | -2 | 8 | 1 | -1 | -18 | 1.3 | -8

Carrying on:
# | Structure | LYP inh 2 | PLK1 kinase inh | EphB4 ephrin blk | HIV Rev-RRE inh | F-actin modifier | FAK blocker | PLK1 PBD inh | PTK2B oligo ant | LYP act
33 | O=C(Cc1ccccc1)NNC(=O)Nc1cccc(Cl)c1 | 3 | -10 | -1 | 8 | 20 | -1 | -18 | -0.1 | -1
34 | NC(=O)SCC(=O)Nc1ccc(Cl)c(Cl)c1 | -11 | -1 | -4 | 16 | 11 | 5 | 16 | 2 | 10
35 | COc1ccc(CN2CCN(C(=O)CC(C)C)CC2)c2ccccc12 | 6 | 5 | -5 | 2 | · | -6 | 20 | 1.9 | -2
36 | COc1ccc(-c2nc3nc(C)c(Cc4ccccc4)c(=O)n3[nH]2)cc1 | 1 | -6 | -5 | 3 | 6 | 0 | -5 | -0.07 | -2
37 | Cc1cc(NS(=O)(=O)Cc2ccccc2)no1 | 8 | -10 | -3 | 5 | 15 | -2 | 10 | 0.12 | -9
38 | Cc1cccc(N(CC(=O)NCCC2=CCCCC2)S(C)(=O)=O)c1C | 13 | -1 | 6 | 10 | -24 | 0 | -11 | -0.23 | -11
39 | O=c1oc(-c2cccs2)nc2sc3c(c12)CCCC3 | 4 | -33 | 1 | 6 | -2 | -2 | 8 | -0.85 | -2
40 | O=C(CCNC(=O)c1ccc(Br)o1)NCc1ccccn1 | 4 | 10 | 1 | 9 | -7 | -1 | 17 | 0.61 | -6
41 | COc1ccc2oc(=O)c(C(=O)O)cc2c1 | 2 | -11 | -8 | 2 | 13 | -3 | 6 | 0.5 | -3
42 | CS(=O)(=O)N(Cc1ccccc1)c1ccc(C(=O)N2CCc3ccccc3C2)cc1 | -6 | -4 | -2 | 5 | 7 | 2 | -18 | -0.71 | 6
43 | COc1ccc(C2C(C(=O)NCc3cccnc3)c3cc(OC)c(OC)cc3C(=O)N2C)cc1 (stereo not given) | 1 | 2 | 2 | 9 | · | 2 | 2 | 0.96 | 0
44 | Cc1cccc(N2C(=O)CC(N(O)c3ccccc3)C2=O)c1 (stereo not given) | -5 | -11 | -1 | 1 | -33 | 3 | -7 | 0.19 | 2
45 | CCN(CC(=O)Nc1ccccc1OC)C(=O)Cn1cnc2ccccc2c1=O | -7 | -2 | 3 | -1 | 0 | -1 | 4 | 0.03 | 12
46 | O=C(COc1ccc(F)cc1)NC1CC1 | 4 | 3 | -2 | 2 | -20 | -7 | 35 | 0.24 | -5
47 | COc1ccccc1N1C(=O)CC(Nc2ccc(N3CCOCC3)cc2)C1=O (stereo not given) | 4 | -5 | -9 | -6 | -2 | -1 | -21 | -1.4 | -4
48 | COc1ccccc1-c1coc2c(CN3CCN(CCO)CC3)c(O)ccc2c1=O | 2 | -10 | 0 | 3 | 19 | 4 | 17 | -1.4 | 1
49 | Cn1c(=O)n(Cc2ccco2)c(=N)c2c3c(sc21)CCC3 | -9 | 2 | -6 | 1 | -23 | -9 | -12 | 0.87 | 4
50 | N#Cc1nc(-c2ccco2)oc1NCCN1CCOCC1 | -6 | 2 | 1 | 3 | 7 | 0 | 37 | 0.66 | 6
51 | O=C(c1cn(-c2ccccc2)nc1-c1ccc(Cl)s1)N1CCOCC1 | 11 | -8 | 1 | 17 | 0 | -1 | -5 | -1.3 | -11
52 | O=C(COC(=O)c1n[nH]c2ccccc12)NC(=O)NC1CCCCC1 | -33 | 4 | 0 | 14 | -19 | 1 | 2 | -2.2 | 28
53 | COc1ccc(-c2cc(=O)oc3c(C)c(OCc4nn[nH]n4)ccc23)cc1 | -3 | 0 | 5 | 6 | -6 | -2 | 4 | 0.7 | 2
54 | Cc1c(C(=O)OC2CCCCC2)sc2nc[nH]c(=O)c12 | -4 | 68* | 2 | 24 | · | 1 | -1 | -0.2 | 3
55 | N#CCc1nc(CSc2nc3ccccc3o2)cs1 | 6 | -5 | -5 | 4 | -16 | -6 | -13 | -0.6 | -6
56 | Cc1cccc(N(CC(=O)N/N=C/c2cc([N+](=O)[O-])ccc2Cl)S(C)(=O)=O)c1C | 7 | -5 | 6 | 18 | 20 | 12 | 0 | -0.64 | -3
57 | CCOc1nc(NCc2ccco2)nc(Nc2ccccc2F)n1 | -1 | -3 | -6 | -2 | 12 | 0 | 22 | -0.08 | 0
58 | O=C(NCc1ccccc1F)C1CCCN(C(=O)NC2CCCCC2)C1 (stereo not given) | 1 | -4 | 1 | 5 | -25 | 2 | 5 | 1.6 | -3
59 | CC1=C(C(=O)OC(C)C)C(C)NC(=O)N1 (stereo not given) | -6 | -5 | 6 | 5 | 19 | -5 | -2 | 0.9 | 5
60 | COc1ccc(CNCc2cc3c(C(C)(C)C)nn(-c4ccccc4)c3[nH]c2=O)cc1 | -12 | -26 | 5 | 17 | -16 | 2 | -1 | -0.48 | 9
61 | O=C(Nc1ccc2c(c1)OCO2)C1CC(c2ccc(F)cc2)=NO1 (stereo not given) | 0 | -8 | 20* | 6 | -21 | -2 | -10 | 0.69 | 3
62 | Oc1ccc(Br)cc1-c1cc(-c2ccccc2F)[nH]n1 | 7 | -9 | -1 | 8 | 10 | 7 | -13 | -0.26 | -6
63 | O=C1CC(c2c[nH]c3ccccc23)C(=O)N1c1ccccc1 (stereo not given) | -1 | -6 | 6 | 3 | 1 | -1 | -1 | -1.3 | 2
64 | NC(=O)c1ccccc1N/C=C/C(=O)c1ccccc1 | -2 | -8 | -8 | -3 | -1 | 2 | 10 | -0.57 | 0
65 | Cc1ccc(C(Sc2ccccc2)C(Cn2cncn2)C(=O)c2ccccc2)cc1 (stereo not given) | 3 | -7 | 1 | 5 | 8 | 1 | 10 | -1.9 | -1
66 | O=C(NCCCN1CCN(C2CCCCC2)CC1)Nc1ccccc1C(F)(F)F | -17 | -5 | -8 | 1 | · | 0 | 1 | 1.4 | 14
67 | Cc1cc(C)n2ncc(C(=O)Nc3ccc4c(c3)OCO4)c2n1 | 7 | -20 | 0 | -1 | -4 | 7 | 23 | 0.24 | -3
